Bioassay records (PubChem)
CCT chaperon mod: cytosolic chaperonin activity modulation. 0.3% of 360,000 active. AID 651819. purified chaperonin ATPase assay, HTRF ADP detection, 30 min. activity change, % (no concentration beside the values), hits read low; in the data active = activity change below about -30%; note: % is set by controls: 0 for no effect and ±100 for the full control effect
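Enzyme 40 or 20 nM (batch-dependent) in Tris pH 7.4/KCl/MgCl2/DTT; cpd 76 uM single point; ATP 10 uM; 30 min 37 °C; Transcreener ADP HTRF detection, 30 min RT; ratio 665/615.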
Nrf2 inh: inhibitors of Nrf2 signaling; A549 ARE-Fluc reporter, luciferase luminescence, 18-24 h; 2.1% of 360,000 active; Potency, µM (series often up to 46 µM), inactives show top-dose activity change, negative = inhibition, hits mostly inhibitors; note: potency is the fitted concentration of half-maximal effect; % is set by controls: 0 for no effect and ±100 for the full control effect; nearly all actives have a fitted effect of over 60% in size
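Two sequential reads on A549 ARE_Fluc cells exposed to compound for 18-24 h: a CellTiter-Fluor fluorescence read for viability, then a luciferase luminescence read for Nrf2/ARE activity.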
Mm-Cpn inhibitor: inhibitors of Methanococcus maripaludis chaperonin (MmCpn); purified Mm-Cpn ATPase, ADP Transcreener TR-FRET; Potency, µM (titrated, usually from 76.9 µM), for inactives: top-dose activity, negative = inhibition, most hits filed as inhibitors; 0.031% of 330,000 active; note: potency is the fitted concentration of half-maximal effect; % is set by controls: 0 for no effect and ±100 for the full control effect; nearly all actives have a fitted effect of over 80% in size
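Eu-cryptate anti-ADP/ADP-d2 competition gives a ratio inversely related to ADP. Enzyme at 25 nM was pre-exposed to compound for 10 min, then given 10 uM ATP for 30 min, 37°C throughout.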
EPAC2 agonist: activates human EPAC2 exchange factor; Q8WZA2; EPAC2 activation, biochemical qHTS; response scale: 100% = 6.5 mM cAMP response; Potency, µM (doses to about 154 µM), for the others: at the top dose activation, actives largely listed as activators; 0.079% of 360,000 active; AID 720711; note: potency is the fitted concentration of half-maximal effect; nearly all actives have a fitted effect of over 50% in size
Target sequence (Q8WZA2 whole entry, looked up): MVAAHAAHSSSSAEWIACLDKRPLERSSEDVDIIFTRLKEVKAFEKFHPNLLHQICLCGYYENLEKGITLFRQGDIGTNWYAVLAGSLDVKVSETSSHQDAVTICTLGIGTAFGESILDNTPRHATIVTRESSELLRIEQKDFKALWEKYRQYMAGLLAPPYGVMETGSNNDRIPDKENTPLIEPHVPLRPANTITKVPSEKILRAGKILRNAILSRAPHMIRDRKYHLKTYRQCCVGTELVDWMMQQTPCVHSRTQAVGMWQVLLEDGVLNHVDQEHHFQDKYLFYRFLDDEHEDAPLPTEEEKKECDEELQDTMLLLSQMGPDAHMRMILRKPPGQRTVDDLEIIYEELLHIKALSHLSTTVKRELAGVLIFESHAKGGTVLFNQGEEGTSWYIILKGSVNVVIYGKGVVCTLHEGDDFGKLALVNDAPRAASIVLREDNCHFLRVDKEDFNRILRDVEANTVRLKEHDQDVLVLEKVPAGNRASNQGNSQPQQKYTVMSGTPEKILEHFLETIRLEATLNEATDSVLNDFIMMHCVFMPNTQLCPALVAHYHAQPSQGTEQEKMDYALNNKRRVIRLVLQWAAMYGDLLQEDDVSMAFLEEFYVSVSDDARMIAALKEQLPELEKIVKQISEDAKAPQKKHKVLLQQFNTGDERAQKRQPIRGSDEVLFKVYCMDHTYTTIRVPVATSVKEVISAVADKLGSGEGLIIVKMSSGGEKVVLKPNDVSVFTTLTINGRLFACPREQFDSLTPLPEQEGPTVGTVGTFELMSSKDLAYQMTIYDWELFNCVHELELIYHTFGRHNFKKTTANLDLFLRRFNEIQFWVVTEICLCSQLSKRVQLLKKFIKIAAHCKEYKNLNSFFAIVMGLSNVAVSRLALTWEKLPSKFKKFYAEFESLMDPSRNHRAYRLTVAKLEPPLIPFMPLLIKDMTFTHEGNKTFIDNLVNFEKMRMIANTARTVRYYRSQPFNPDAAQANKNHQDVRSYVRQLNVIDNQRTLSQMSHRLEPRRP
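Readout is BODIPY fluorescence (480 nm excitation, 540 nm emission), which falls as labeled GDP is exchanged off Rap1B. EPAC2 at 100 nM acted on 250 nM RAP1B-BODIPY-GDP with 50 uM GDP present.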
TGFb SMAD3 inh: TGF-b pathway inhibition. 1.2% of 410,000 active. HepG2 CAGA-GFP TGF-b/SMAD3 reporter, GFP fluorescence, 18 h; TGF-beta stimulated, 500 pg/mL final. Potency, µM (top dose mostly 46.1 µM), for the others: at the highest dose activity, negative = inhibition, hits mostly inhibitors; note: potency is the fitted concentration of half-maximal effect; % is set by controls: 0 for no effect and ±100 for the full control effect; nearly all actives have a fitted effect of over 65% in size
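TGF-beta reporter screen: HEPG2 CAGA-GFP, 1% FBS, 500 pg/mL TGF-beta final, 18 h; per-cell GFP summed per well; curves fitted and categorized by class.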
Nrf2 ARE act: Nrf2 pathway activation; 0.31% of 410,000 active; Potency, µM (series often up to 46.1 µM), inactives show at the highest dose activation, hits mostly activators; AREc32 ARE-luciferase reporter (MCF7-derived line), luminescence, 24 h; AID 624171; note: potency is the fitted concentration of half-maximal effect; % of control where 0% means no effect; nearly all actives have a fitted effect of over 65% in size
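For detection, Steady-Glo was added and plates sat 30 min at RT; before that, AREc32_Fluc cells grown overnight in OPTI-MEM/5% FBS had been treated with 23 nL compound for 24 hr at 37 deg C.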
A549 viability: kills or reduces viability of A549 cells in Nrf2 counter-screen; 0.16% of 390,000 active; Potency, µM (series often up to 46 µM), without a hit: at the top dose activity change, negative = cytotoxicity, actives largely listed as inhibitors; A549 ARE-Fluc cells, CellTiter-Fluor viability, 18-24 h; note: potency is the fitted concentration of half-maximal effect; % is set by controls: 0 for no effect and ±100 for the full control effect
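Cytotoxicity counterscreen: CellTiter-Fluor fluorescence was measured in A549 ARE_Fluc cells after 18-24 h of compound exposure in a concentration series. The subsequent BugLite luminescent read reports ARE-luciferase activity.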
Akt phos inh: Akt phosphorylation inhibition | 0.32% of 360,000 active | Neuro2A IGF-stimulated pAkt S473 HTRF, 20 min; hits give low values | AID 651550 | activity change, % for hits at 50 µM; in the data active = activity change below about -80%; inconclusive = mostly about -51% to -80%; note: % is set by controls: 0 for no effect and ±100 for the full control effect
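Neuro2A cells in DMEM with 0.5% FBS, overnight at 37 deg C, given compound at single 50 µM final, then IGF (6 nM final) for 20 min at 37 deg C. Lysed; phospho-Akt Ser473 by HTRF after 24 h, 665/615 ratio.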
EPAC2 antag: EPAC2 (human) antagonism | EPAC2 GEF exchange of Rap1B-BODIPY-GDP, fluorescence | Potency, µM (series often up to 114 µM), inactives show top-dose activity, negative = inhibition, most hits filed as inhibitors | 0.18% of 360,000 active; note: potency is the fitted concentration of half-maximal effect; % is set by controls: 0 for no effect and ±100 for the full control effect; nearly all actives have a fitted effect of over 45% in size; many of its hits are not listed in these tables
* hit, by the source's call; i = inactive; u = inconclusive; x = not tested or not shown; [ ] = dose if it differs, or a comment. Unless noted, calls come from the whole dose curve; as a rule, active = well fitted curve in the direction sought with a large enough effect; inconclusive = small, poorly fitted or top-dose-only effect, or another doubt; inactive = no such curve, though single readings can be large; an effect the other way counts as inactive or inconclusive. This is a subset; count on the stated rates, not on these rows.

SMILES | CCT chaperon mod | Nrf2 inh | Mm-Cpn inhibitor | EPAC2 agonist | TGFb SMAD3 inh | Nrf2 ARE act | A549 viability | Akt phos inh | EPAC2 antag
COc1ccccc1N(C)S(=O)(=O)c1ccc(C(=O)N(CC(N)=O)C(C)C)cc1 | -0.3 | 3% | 4% | -1%[15.6 µM] | u | -0.2% | -4% | x | 1%
Cc1ccc(S(=O)(=O)N2CCOCC2)cc1C(=O)NCc1ccc2c(c1)OCO2 | 0.2 | -8% | 0% | 2% | -3% | -0.7% | 1% | i | -2%
O=C1OCC2=C1C(c1ccc(Cl)cc1)c1cc3c(cc1O2)OCO3 (stereo not drawn) | 0.9 | -8% | x | 14% | -23% | 1.5% | -10% | i | -2%
O=[N+]([O-])c1ccc(Cl)c(C2Nc3cccc4cccc(c34)N2)c1 | -3.9 | u | -2% | 2% | u | 16% | -10% | i | 6%
COc1ccc(CCNC(=O)c2ccc3c(Cl)c4c(nc3c2)CCCC4)cc1OC | x | u | x | x | u | 0.5% | -7% | x | x
CC(=O)NS(=O)(=O)c1ccc(N=c2ssc3c2-c2ccc(C)cc2NC3(C)C)cc1 | 2.2 | -15% | 0% | 1% | 3% | -0.5% | u | i | -2%
O=S1(=O)CC(N2CCOCC2)c2ccccc21 (stereo not drawn) | -0.4 | x | 2% | -3% | -9% | -0.2% | 6% | i | 16%
CN=Cc1nc(-c2ccccc2)oc1O | -1.4 | u | -2% | 5% | -13% | 0.2% | u | i | 3%
Cc1cc(C(=O)N/N=C/c2cccs2)n[nH]1 | -1.3 | u | 1% | 3% | 1% | 2.8% | -1% | i | 4%
COc1cc(C(=O)NCC(c2cccnc2)N2CCN(C)CC2)cc(OC)c1OC (stereo not drawn) | -2.8 | 9% | -2% | 5% | 12% | -0.5% | 2% | i | -5%

A different layout for seven compounds above:
SMILES	CCT chaperon mod	Nrf2 inh	Mm-Cpn inhibitor	EPAC2 agonist	TGFb SMAD3 inh	Nrf2 ARE act	A549 viability	Akt phos inh	EPAC2 antag
Cc1ccc(S(=O)(=O)N2CCOCC2)cc1C(=O)NCc1ccc2c(c1)OCO2	0.2	-8%	0%	2%	-3%	-0.7%	1%	i	-2%
O=C1OCC2=C1C(c1ccc(Cl)cc1)c1cc3c(cc1O2)OCO3 (stereo not drawn)	0.9	-8%	x	14%	-23%	1.5%	-10%	i	-2%
O=[N+]([O-])c1ccc(Cl)c(C2Nc3cccc4cccc(c34)N2)c1	-3.9	u	-2%	2%	u	16%	-10%	i	6%
COc1ccc(CCNC(=O)c2ccc3c(Cl)c4c(nc3c2)CCCC4)cc1OC	x	u	x	x	u	0.5%	-7%	x	x
CC(=O)NS(=O)(=O)c1ccc(N=c2ssc3c2-c2ccc(C)cc2NC3(C)C)cc1	2.2	-15%	0%	1%	3%	-0.5%	u	i	-2%
O=S1(=O)CC(N2CCOCC2)c2ccccc21 (stereo not drawn)	-0.4	x	2%	-3%	-9%	-0.2%	6%	i	16%
CN=Cc1nc(-c2ccccc2)oc1O	-1.4	u	-2%	5%	-13%	0.2%	u	i	3%

(continued)
SMILES | CCT chaperon mod | Nrf2 inh | Mm-Cpn inhibitor | EPAC2 agonist | TGFb SMAD3 inh | Nrf2 ARE act | A549 viability | Akt phos inh | EPAC2 antag
COc1ccc(NC(=O)C(C)(C)Oc2ccc(Cl)cc2)cn1 | 0.1 | -22% | 1% | -6% | 9% | -0.6% | -1% | i | 4%
O=C(Cn1cc(C(F)(F)F)ccc1=O)N/N=C/c1ccc(F)cc1 | 1.1 | 18% | -2% | 5% | 1% | 2.7% | 0% | i | 14%
Cc1ccc2c(c1)oc(=O)n2CC(=O)c1ccccc1 | -0.2 | u | 1% | 9% | -2% | 0.1% | 4% | i | -2%
CCCCNC(=O)c1nnn(-c2ccccc2)c1N | 2.4 | u | 1% | 5% | 1% | 0.8% | 4% | i | 12%
O=C(c1ccco1)N1CCN(C(=O)c2ccco2)CC1 | -0.9 | x | x | 15% | 7% | 0.0% | x | i | 4%
C=CCn1c(SCC(O)Cn2c3ccccc3c3ccccc32)nnc1-c1ccco1 (stereo not drawn) | -0.7 | u | -9% | -4% | u | 2.3% | -10% | i | -5%
N#Cc1cc2ccccc2nc1SCC(=O)Nc1ccccc1N1CCOCC1 | 1.5 | 16% | -1% | -12% | 10% | 0.5% | u | i | 25%
O=C(NNC(=O)c1ccc2c(=O)n3c(nc2c1)CCC3)c1ccc(Cl)cc1 | -0.1 | -19% | 1% | 6% | 11% | -0.1% | 2% | i | 8%
CCOC(=O)C1CCCN(CC(=O)Nc2c(C(=O)OC)[nH]c3ccccc23)C1 (stereo not drawn) | -3.8 | -18% | 0% | 6% | 0% | -0.2% | 3% | i | -7%
CCOCCCn1c(C)nc2c[n+](CC(=O)c3ccc4ccccc4c3)cc(Br)c21 | -6.1 | -14% | -4% | 10% | 6% | -0.6% | 3% | i | -9%

Given field by field: entries from further up
> O=C(Cn1cc(C(F)(F)F)ccc1=O)N/N=C/c1ccc(F)cc1
  CCT chaperon mod: 1.1
  Nrf2 inh: 18%
  Mm-Cpn inhibitor: -2%
  EPAC2 agonist: 5%
  TGFb SMAD3 inh: 1%
  Nrf2 ARE act: 2.7%
  A549 viability: 0%
  Akt phos inh: i
  EPAC2 antag: 14%

> Cc1ccc2c(c1)oc(=O)n2CC(=O)c1ccccc1
  CCT chaperon mod: -0.2
  Nrf2 inh: u
  Mm-Cpn inhibitor: 1%
  EPAC2 agonist: 9%
  TGFb SMAD3 inh: -2%
  Nrf2 ARE act: 0.1%
  A549 viability: 4%
  Akt phos inh: i
  EPAC2 antag: -2%

Next part
SMILES | CCT chaperon mod | Nrf2 inh | Mm-Cpn inhibitor | EPAC2 agonist | TGFb SMAD3 inh | Nrf2 ARE act | A549 viability | Akt phos inh | EPAC2 antag
COc1ccc(OCCCn2c(C)nc3cc(C)c(C)cc32)cc1 | x | u | x | x | -10% | 4.7% | -10% | x | x
COc1ccc(CCNC(=O)COC(=O)c2ncc(Cl)c(Cl)c2Cl)cc1OC | -2.1 | 2% | -1% | -3% | u | 4.3% | 1% | i | -1%
CCCOc1ccc(C(=O)NNC(=O)c2cccc(S(=O)(=O)N3CCN(C(C)=O)CC3)c2)cc1OC | -2.1 | -8% | 1% | 2% | 15% | 0.0% | 0% | i | 14%
OCCN(CCO)CC(O)Cn1c2ccccc2c2ccccc21 (stereo not drawn) | -1.7 | -13% | 0% | 8% | 26% | -0.4% | -8% | x | -3%
Cc1ccc(S(=O)(=O)CC(=O)NC(C)(C)C)cc1 | -0.1 | 0% | 3% | -2% | 0% | 0.2% | -2% | i | 11%
COc1cccc2nc3c(C(=O)NCCN(C)C)cccc3cc12 | 1.0 | u | x | 8% | u | -0.6% | u | i | 12%
O=C(CCl)NCCNC(=O)c1cc(OCC(F)(F)F)ccc1OCC(F)(F)F | -0.6 | u | 0% | 2% | -5% | u | -19% | i | 0%
O=C1c2ccccc2C(c2nc3ccccc3[nH]2)N1c1ccccc1 (stereo not drawn) | 0.2 | x | x | -3% | -24% | 2.7% | x | i | 11%
COc1ccc(N(CC(=O)Nc2cc(C)ccc2C)S(=O)(=O)c2c(C)[nH]c(=O)[nH]c2=O)cc1 | -13 | 10% | 0% | -3% | -9% | 0.1% | 0% | i | -4%
O=C(N/N=C/c1ccco1)C1CC(=O)N(c2ccccc2)C1 (stereo not drawn) | -0.4 | 1% | -2% | 0% | -27% | 15% | -6% | i | 4%
CCn1cnc2cc(NCc3ccc(Cl)cc3)ccc21 | 0.6 | u | -1% | 3% | 4% | 5.2% | -1% | i | -3%
COc1ccc([N+](=O)[O-])cc1NC(=O)COC(=O)c1ccc(O)cc1 | -0.5 | 8% | 2% | -1% | -11% | 0.0% | 0% | i | -1%
S=C(c1ccccc1)N(c1ccccc1)c1ccccc1 | 0.8 | -19% | -1% | 11% | 4% | -0.3% | 3% | i | 21%
O=C(NCc1ccccc1)N[C@@H](Cc1ccccc1)C(=O)O | -1.4 | 4% | -1% | 6% | 15% | 0.2% | 13% | i | 0%
CCc1cc(=O)oc2cc(OC(C)C(=O)NCCCn3ccnc3)ccc12 (stereo not drawn) | -0.7 | 0% | 0% | 7% | u | -0.3% | 0% | i | 6%
CCc1cccc(C)c1NC(=O)C1CCCO1 (stereo not drawn) | -2.0 | -1% | 1% | 3% | -1% | -0.8% | -9% | i | 1%
O=[N+]([O-])c1cc(S(=O)(=O)NCCc2ccccn2)ccc1Cl | -4.5 | -2% | -1% | 3% | 12% | 19% | -6% | i | -6%
COc1cc(C2Nc3ccc4ncccc4c3C3=C2C(=O)CCC3)cc(OC)c1OC (stereo not drawn) | -0.6 | 26% | 0% | 1% | -19% | -0.5% | -19% | i | 7%
CSc1ncccc1C(=O)OCC(=O)NC1CCC(C)CC1 (stereo not drawn) | -0.1 | 24% | 0% | -4% | 7% | -0.7% | -4% | i | 0%
CCCCn1c(N)c(N(CC)C(=O)C2=COCCO2)c(=O)[nH]c1=O | -0.9 | -2% | -1% | 7% | 3% | 0.0% | 1% | i | 4%
COc1ccc(/C(C)=N/NC(=S)NCCc2ccccc2)cc1 | 0.5 | 13% | 3% | 8% | u | 0.1% | 14% | i | -16%
CC(=O)C(Cc1ccccc1)NC(=O)CCl (stereo not drawn) | 0.5 | -24% | 2% | 10% | -7% | u | 0% | i | 1%
O=S(=O)(NCc1ccccc1)c1ccc(NC(=S)NCc2ccco2)cc1 | -2.7 | u | -10% | 13% | u | 5.5% | 2% | i | -12%
COc1ccc(C2c3c(oc4ccccc4c3=O)C(=O)N2CC2CCCO2)cc1 (stereo not drawn) | 0.3 | 15% | 3% | 0% | -1% | -0.8% | 2% | i | 0%
COCCCn1c(C)c(C(C)=O)cc(NC(=O)c2ccccc2)c1=O | 1.2 | -5% | 2% | -3% | 3% | 3.1% | -1% | i | 3%
COCCn1c(CN2CCN(C(=O)c3ccco3)CC2)nc2c1c(=O)n(C)c(=O)n2C | -2.2 | -14% | 3% | 3% | -2% | -0.4% | 0% | i | 1%
